Screens as filed in PubChem.
pCIP destab = p/CIP-EGFP fusion destabilizers, primary screen, fluorescence, F442A cells. hit rate 0.01% among 290,000. Q05BA5. decrease of EGFP signal, % at 10 µM. 16 h. AID 1984, 2009;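 active = EGFP signal decrease of at least 30% at 10 µM or well 3 SD below plate mean, unless failing retest; inactive = the rest, including hits failing retest or dose response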; also: some compounds called inactive have numbers as strong as hits; many of its hits are not listed in these tables
MEKK3 PB1 HTS = modulators of MEKK3-MEK5 PB1 binding, primary screen, biochemical, wildtype MEKK3, multiplex bead flow cytometry, Alexa488-MEK5 | bead-based flow cytometry, Alexa488-MEK5 binding to MEKK3; actives lie on both sides; 0 = blocked by unlabeled MEK5, 100 = vehicle | AID 1529, 2009 | binding response (% of control), % at 10 µM | hit rate 1.4% among 290,000;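 active = binding response more than 3 SD above or below the average of its plate-row segment, actives on both sides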;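 also: Alexa488 bead fluorescence after subtracting the streptavidin-only scavenger bead signal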
Target sequence (Q99759 whole entry, looked up): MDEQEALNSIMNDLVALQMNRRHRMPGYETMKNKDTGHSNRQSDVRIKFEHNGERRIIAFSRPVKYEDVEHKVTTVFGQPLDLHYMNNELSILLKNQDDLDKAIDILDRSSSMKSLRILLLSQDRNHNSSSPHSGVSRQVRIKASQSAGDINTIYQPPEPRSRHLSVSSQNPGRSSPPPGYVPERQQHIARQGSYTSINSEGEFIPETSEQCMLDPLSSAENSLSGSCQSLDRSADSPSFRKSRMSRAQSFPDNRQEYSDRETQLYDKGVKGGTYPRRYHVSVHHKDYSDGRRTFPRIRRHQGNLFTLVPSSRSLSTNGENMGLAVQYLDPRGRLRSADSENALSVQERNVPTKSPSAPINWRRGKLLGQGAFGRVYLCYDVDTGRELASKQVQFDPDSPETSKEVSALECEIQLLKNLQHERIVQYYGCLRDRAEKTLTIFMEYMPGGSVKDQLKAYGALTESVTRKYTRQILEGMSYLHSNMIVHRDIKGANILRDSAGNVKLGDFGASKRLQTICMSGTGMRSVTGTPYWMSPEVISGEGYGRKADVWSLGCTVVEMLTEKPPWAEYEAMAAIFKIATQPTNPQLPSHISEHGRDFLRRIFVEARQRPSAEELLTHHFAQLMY
NS3 helicase inh = inhibitors of HCV NS3 helicase, primary screen, biochemical, Cy5 molecular beacon fluorescence. inhibition, % at 10.9 µM. hit rate 0.56% among 290,000. NS3 helicase DNA unwinding. Hepatitis C virus NS3 helicase. AID 1800, 2009;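 active = inhibition above the mean of all tested compounds plus 3 SD, set per campaign, cut at about 35% in these data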;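 also: 0% = DMSO wells and 100% = thioflavine S control wells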
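Material: hepatitis C virus NS3 helicase domain fragment enzyme; measured by: Cy5 fluorescence, 0 and 60 min reads; control set: DMSO and thioflavine S; incubation: 60 min unwinding reaction at 25 °C after ATP addition; read-out basis: % inhibition from 60/0 min fluorescence ratio, DMSO 0%, thioflavine S 100%; repeats: singlicate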
VIM-2 inh = VIM-2 metallo-beta-lactamase inhibitors, primary screen, biochemical, epi-absorbance readout, Pseudomonas aeruginosa enzyme. hit rate 0.89% among 290,000. inhibition, % at 5.6 µM. purified VIM-2, nitrocefin hydrolysis, epi-absorbance fluorescence;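 active = inhibition above the mean of all tested compounds plus 3 SD, cutoff set per screening run, cut at about 7.5% in these data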;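 also: red hydrolysis product quenches plate fluorescence so inhibitors raise well fluorescence; 0% = enzyme with DMSO and 100% = DMSO without enzyme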
SUMO HTRF inh = inhibitors of in vitro SUMOylation cascade, primary screen, biochemical, HTRF, uHTS; HTRF SUMOylation assay, SAE1/SAE2 + UBC9; inhibition, % at 35 µM; hit rate 0.36% among 290,000; AID 2006, 2009; in the data active = inhibition above about 50%, passing the limit was not always enough; also: strong numbers were not always called active
Target sequence (P63279 whole entry, looked up): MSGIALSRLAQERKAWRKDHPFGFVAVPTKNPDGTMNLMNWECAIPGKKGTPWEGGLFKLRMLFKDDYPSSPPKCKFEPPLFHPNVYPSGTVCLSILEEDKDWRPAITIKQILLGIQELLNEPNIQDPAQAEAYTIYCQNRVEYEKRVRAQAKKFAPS
IDE act = human IDE activators in live cells, primary screen, fluorescence polarization, HEK cells, FAbeta-B substrate | Insulin-degrading enzyme (Homo sapiens), P14735 | FAbeta-B cleavage; 0% vehicle, 100% cell-free pure enzyme wells | activation, % at 5.96 µM | hit rate 0.073% among 340,000 | AID 493087, 2011;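 active = activation above the mean of all tested compounds plus 3 SD, set per screening campaign, cut at about 17% in these data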
IMP-1 inhibitor = IMP-1 metallo-beta-lactamase inhibitors, primary screen, biochemical, epi-absorbance readout, Pseudomonas aeruginosa enzyme. hit rate 0.45% among 290,000. inhibition, % at 5.6 µM. purified IMP-1, nitrocefin hydrolysis, epi-absorbance fluorescence;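 active = inhibition above the mean plus 3 SD of all compounds in the same screening run, cut at about 4.5% in these data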;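 also: 0% = IMP-1 with DMSO and 100% = DMSO wells lacking enzyme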
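System: Purified recombinant IMP-1 metallo-beta-lactamase enzyme | Measured by: Fluorescence quenching readout, ex 480/em 530 nm | Replication: Singlicate | Incubation: 15 min preincubation plus 25 min reaction at 25 °C | Evaluation: Percent inhibition from optical density relative to buffer-blank wells | Benchmarks: DMSO with and without IMP-1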
DNA FID counter = compounds displacing fluorescent DNA intercalator, primary screen, artefact control for HCV NS3 helicase inhibitor project, biochemical, FID fluorescence. hit rate 0.17% among 290,000. DNA fluorescent intercalator displacement. inhibition, % at 7.9 µM; in the data active = inhibition above about 37%;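 also: 0% = vehicle and 100% = reference compound; higher means more ethidium bromide displaced from hairpin DNA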
PHOSPHO1 block = PubChem AID 1565. inhibition, % at 13.3 µM. recombinant PHOSPHO1, absorbance phosphatase assay. hit rate 1.1% among 290,000; in the data active = inhibition above about 60%
Target sequence (Q8TCT1 whole entry, looked up): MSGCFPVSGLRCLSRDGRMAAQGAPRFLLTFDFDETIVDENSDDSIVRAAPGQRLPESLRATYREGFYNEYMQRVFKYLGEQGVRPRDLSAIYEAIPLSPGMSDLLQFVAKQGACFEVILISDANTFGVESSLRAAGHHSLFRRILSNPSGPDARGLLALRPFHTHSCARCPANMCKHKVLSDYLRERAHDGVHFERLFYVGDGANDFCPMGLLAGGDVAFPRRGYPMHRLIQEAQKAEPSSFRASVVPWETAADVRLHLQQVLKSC
The depositor's hits bear a star; . = no result given. The list is partial. The share of hits here may be higher or lower than overall.

SMILES	pCIP destab	MEKK3 PB1 HTS	NS3 helicase inh	VIM-2 inh	SUMO HTRF inh	IDE act	IMP-1 inhibitor	DNA FID counter	PHOSPHO1 block
COc1ccccc1CN1CC(C(=O)NC2CCOCC2)CCC1=O (stereo unspecified)	7	103	5	-0.6	-5	7	-2.7	-5	-12
Cc1ccc(OCC(=O)N(Cc2ccccc2)C(C)(C)C)c([N+](=O)[O-])n1	-2	98	9	0.3	15	5	-0.7	-13	2
O=C(Nc1ccc(NC(=O)c2cc3ccccc3o2)cc1)c1ccc2c(c1)OCCO2	2	124	1	-0.6	8	-9	-0.9	-6	40
CCC(C)NC(=S)N(Cc1cc2cc(C)ccc2n2nnnc12)CC(C)(C)NC(C)C (stereo unspecified)	-24	108	-17	-2.0	9	-2	-3.4	14	.
CC(C)(C)N(Cc1cc2ccccc2[nH]c1=O)C(=O)c1cccnc1	4	104	4	0.2	-3	0	-0.3	-8	9
CC1Oc2ccccc2C=C1/C=N/NC(=O)c1ccccc1 (stereo unspecified)	2	97	-2	0.3	-2	0	-0.7	-5	2
CCOC(=O)C1CCCN(C(=O)CN2C(=O)COc3ccc(C(C)(C)C)cc32)C1 (stereo unspecified)	-6	.	3	-0.7	10	-1	-3.7	-37	23
CCN(CC)CCNc1ncnc2c1sc1nc(N3CCCC3)c3c(c12)CC(C)(C)OC3	-30	110	-63	3.1	5	-1	-1.4	25	21
CCOC(=O)c1c(C)n(C)c2ccc(OCC(O)CN3C(=O)c4ccccc4S3(=O)=O)cc12 (stereo unspecified)	-2	95	9	2.2	0	7	-1.8	-28	-17
Cc1ccc(NC(=S)Nc2ccc3nc(-c4ccccn4)c(-c4ccccn4)nc3c2)cc1C	2	100	-1	0.4	30	0	-0.1	-2	-12
CCN1CCN(CCC(=O)Nc2ccc3c(c2)OCO3)CC1	-16	87	0	0.1	16	1	-3.9	4	26
COc1cc(/C=C(\C#N)C(N)=O)ccc1OS(=O)(=O)c1ccc(C)cc1	-2	131	-4	3.3	15	-2	1.2	2	1
CCN(C(=O)COC(=O)c1ccccc1NC(=O)c1ccco1)C1CCS(=O)(=O)C1 (stereo unspecified)	15	101	-15	-0.6	6	-3	-2.6	-14	2
Cc1ccccc1C1CC(c2ccc(F)cc2)Nc2nc(N)nn21 (stereo unspecified)	-4	105	5	-4.5	16	-3	-4.4	-13	-3
COc1ccc(/C=N/N2CCOCC2)cc1O	-7	92	-5	-1.3	-4	2	-2.5	-2	7
CCCc1cc(=O)oc2cc(OCC(=O)NCCc3c[nH]c4ccccc34)ccc12	-2	99	-18	2.5	13	1	-3.2	-31	29
Cc1cccc(C(OC(=O)c2ccco2)C(=O)NCc2ccccc2)n1 (stereo unspecified)	-5	79	-8	-3.0	14	7	-3.0	-6	-4
N#Cc1ccccc1OCC(=O)N1CCc2ccccc2C1	17	108	0	-0.3	-29	7	-2.5	-9	19
CCN(CC(=O)NCc1cccs1)C(=O)c1ccccc1Cl	1	109	10	-2.4	11	4	-1.5	-6	7
CCCCOc1ccc(/C(N)=N/O)cc1	-2	92	-7	-0.5	17	1	-0.4	-2	19
CCN1CCN(c2nnc(-c3ccc(F)cc3)c3ccccc23)CC1	5	99	-13	0.7	4	5	-1.5	-1	16
c1n[nH]c(SCCCCSc2ncn[nH]2)n1	2	93	1	-2.2	-9	0	-2.1	0	7
O=c1cc(-c2ccc3c(c2)OCCO3)oc2ccc(Cl)cc12	-6	137*	2	-4.1	-3	4	-2.0	0	-9
O=C(Oc1c(Cl)cc(Cl)c2cccnc12)N1CCCCC1	-18	97	2	0.5	14	1	-3.5	-29	-3
Cc1ccc2sc(N(CCCN(C)C)C(=O)c3nc4ccccc4s3)nc2c1C	8	103	-18	0.4	17	15	2.6	5	7
COC(=O)c1ccc(NC(=O)N2CCCC(C(=O)c3ccccc3OC)C2)cc1 (stereo unspecified)	-22	97	4	-1.2	4	0	-5.0	-23	28
CCCn1c(SCC(=O)NCc2ccccc2)nnc1-c1ccncc1	12	100	1	-3.4	-10	2	-1.5	-3	3
NC(N)=NCCC[C@H](NC(=O)OCc1ccccc1)C(=O)O	-10	91	7	-3.1	-3	4	-4.2	-5	-16
CC(C)CC(C(=O)O)C(C)CC(=O)Nc1ccn(-c2ccccc2)n1 (stereo unspecified)	-1	107	3	-1.6	5	5	-2.8	-27	-38
CCOC(=O)C1=C(O)CSC1=Nc1ccc(Cl)cc1	-8	101	7	-1.7	8	2	-3.7	-1	-22

Sorted by SMILES length (ascending): part of the list above.
SMILES	pCIP destab	MEKK3 PB1 HTS	NS3 helicase inh	VIM-2 inh	SUMO HTRF inh	IDE act	IMP-1 inhibitor	DNA FID counter	PHOSPHO1 block
CCCCOc1ccc(/C(N)=N/O)cc1	-2	92	-7	-0.5	17	1	-0.4	-2	19
O=C(Oc1c(Cl)cc(Cl)c2cccnc12)N1CCCCC1	-18	97	2	0.5	14	1	-3.5	-29	-3
COc1ccccc1CN1CC(C(=O)NC2CCOCC2)CCC1=O (stereo unspecified)	7	103	5	-0.6	-5	7	-2.7	-5	-12
Cc1ccccc1C1CC(c2ccc(F)cc2)Nc2nc(N)nn21 (stereo unspecified)	-4	105	5	-4.5	16	-3	-4.4	-13	-3
O=c1cc(-c2ccc3c(c2)OCCO3)oc2ccc(Cl)cc12	-6	137*	2	-4.1	-3	4	-2.0	0	-9
CCN1CCN(c2nnc(-c3ccc(F)cc3)c3ccccc23)CC1	5	99	-13	0.7	4	5	-1.5	-1	16
Cc1cccc(C(OC(=O)c2ccco2)C(=O)NCc2ccccc2)n1 (stereo unspecified)	-5	79	-8	-3.0	14	7	-3.0	-6	-4
CC(C)(C)N(Cc1cc2ccccc2[nH]c1=O)C(=O)c1cccnc1	4	104	4	0.2	-3	0	-0.3	-8	9
Cc1ccc2sc(N(CCCN(C)C)C(=O)c3nc4ccccc4s3)nc2c1C	8	103	-18	0.4	17	15	2.6	5	7
COc1cc(/C=C(\C#N)C(N)=O)ccc1OS(=O)(=O)c1ccc(C)cc1	-2	131	-4	3.3	15	-2	1.2	2	1
O=C(Nc1ccc(NC(=O)c2cc3ccccc3o2)cc1)c1ccc2c(c1)OCCO2	2	124	1	-0.6	8	-9	-0.9	-6	40
CCN(CC)CCNc1ncnc2c1sc1nc(N3CCCC3)c3c(c12)CC(C)(C)OC3	-30	110	-63	3.1	5	-1	-1.4	25	21
Cc1ccc(NC(=S)Nc2ccc3nc(-c4ccccn4)c(-c4ccccn4)nc3c2)cc1C	2	100	-1	0.4	30	0	-0.1	-2	-12
CCOC(=O)c1c(C)n(C)c2ccc(OCC(O)CN3C(=O)c4ccccc4S3(=O)=O)cc12 (stereo unspecified)	-2	95	9	2.2	0	7	-1.8	-28	-17

(continued)
SMILES	pCIP destab	MEKK3 PB1 HTS	NS3 helicase inh	VIM-2 inh	SUMO HTRF inh	IDE act	IMP-1 inhibitor	DNA FID counter	PHOSPHO1 block
COc1ccc([N+](=O)[O-])cc1NC(=S)Nc1ccccc1	-7	108	8	-3.3	0	9	-3.2	-1	25
COc1cccc(NC(=O)CN2C(=O)NC(C)(CCC(C)C)C2=O)c1 (stereo unspecified)	-9	101	1	-2.8	-15	7	-2.4	-8	36
COC1=C(Nc2ccc(O)cc2)C(=O)c2ccccc2C1=O	-16	97	1	1.9	58	7	-2.0	3	-9
CCc1nn(C)c(-c2n[nH]c(=S)n2N)c1Cl	1	103	15	-0.9	4	2	-1.6	-1	62*
O=C(CSc1nnc(CNC(=O)c2cccs2)o1)NCc1ccc(F)cc1	21	98	-1	-5.2	-2	4	-5.2	-6	2
Cc1cccc(C(=O)Nc2cccc(OCC(=O)O)c2)c1	1	101	-11	-0.3	-12	-3	-1.6	-1	23
O=C(Nc1ccc2c(c1)CCC2)c1ccccc1Br	12	107	-18	-3.4	-13	3	-0.9	0	37
CN(C)CCN1C(=O)NC(C)(c2ccc([N+](=O)[O-])cc2)C1=O (stereo unspecified)	-6	98	1	-1.3	16	-1	0.8	5	17
CCC1CCCCN1Cc1nc(Cc2ccccc2Cl)no1 (stereo unspecified)	-4	87	3	-2.4	6	5	-2.2	-9	16
O=C(NCc1ccc(F)cc1)C1CCN(S(=O)(=O)N2CCCCC2)CC1	-15	101	-9	-1.9	8	1	-2.6	-11	8
CCOC(=O)N1CCC(n2c(SCC(=O)Nc3nccs3)nc3ccsc3c2=O)CC1	0	100	1	-2.2	15	1	-1.0	-5	11
CC(C)(C)C(=O)/C=c1\[nH]c(=O)/c(=C\c2ccc(F)cc2)s1	1	102	3	-3.3	6	-2	1.2	-4	19
Cn1c(N)c(C(=O)COC(=O)c2ccc(Cl)nc2)c(=O)n(C)c1=O	-9	96	7	1.2	1	-4	-2.6	-6	-13
COc1cccc(N2C(=O)CC(Nc3ccc(N4CCOCC4)cc3)C2=O)c1 (stereo unspecified)	-8	97	34	-4.8	-9	2	-7.7	-23	28
COc1ccc(OC)c(C2=NOC(C(=O)NCc3cccnc3)C2)c1 (stereo unspecified)	-6	103	8	-0.7	9	3	0.1	-9	-21
O=C(CCn1cnc2ccccc2c1=O)Nc1cccc(Cl)c1	-11	96	-1	0.4	15	-5	1.0	-3	-8
O=C(Cc1ccccc1F)Nc1ccc(SC(F)F)cc1	-5	102	-1	-1.4	-8	-1	-4.0	-8	14
CCOC(=O)c1c(NC(=O)CSc2nnc(-c3c[nH]c4ccccc34)n2CCOC)sc2c1CCCCC2	-4	109	1	-1.6	-25	8	-2.1	-6	-9
Cc1ccc2c(c1)sc1nc(=O)n(-c3ccc(Cl)cc3)c(=O)n12	-7	76	-4	-0.1	9	1	-2.9	1	-6
CCOC(=O)c1cnc(-n2nc(C)cc2C)nc1Oc1ccc(C#N)cc1	0	85	-18	-1.0	-6	-2	-2.6	-4	28
Cc1cc(Nc2ccc(Cl)cc2)nc(N)n1	-4	98	-3	-2.7	5	-1	-1.4	6	29
COc1ccc(C(C)=O)cc1CSc1nc2ccccc2c(=O)n1-c1ccccc1C	-7	108	-16	-5.9	-17	1	-3.5	-26	21
COc1ccccc1/C=C/C(=O)NCCC1=CCCCC1	16	59	6	0.1	5	1	-2.3	-25	26
O=C(O)CCCNS(=O)(=O)c1ccc2c(c1)OCCCO2	5	92	3	-0.7	2	6	-2.1	-2	9
